Assay outcomes: PubChem BioAssay, Broad Institute
EWS-Fli inh – EWS/Fli transcriptional activity inhibition; A673 NR0B1-luciferase reporter, viability-normalised; actives 0.67% (n = 350,000); AID 651661; inhibition, % at 12.6 µM;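 active = mean inhibition of at least 50% after viability correction, with every replicate also passing that limit; inconclusive = mean reaches 50% but only one of two replicates passes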;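 also: firefly luciferase signal divided by Alamar Blue viability fluorescence both relative to DMSO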
DENV2 CPE rescue – protects cells from dengue virus 2 cytopathic effect; DENV2-infected cells, cytopathic effect rescue, plate reader; CPE inhibition, % at 9.99 µM; actives 1.7% (n = 350,000); AID 651640; in the data active = CPE inhibition above about 20%, passing the limit was not always enough; inconclusive = no clear call, values can overlap the other calls; tested in BHK-21 cells;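 also: 0% = median of neutral control wells and 100% = median of positive control wells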
PAX8 inh HTS – lowers PAX8-driven luciferase in RMG-I cells; RMG-I TPO-luciferase reporter, SteadyGlo, 24 h; inhibition, % at 12.6 µM; actives 1.2% (n = 360,000);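 active = mean replicate inhibition at least 60% with every replicate also reaching 60%; inconclusive = only one of the two criteria is met; inactive = mean below 60% and not all replicates reaching 60%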;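 also: luciferase light reporting Pax8 driven TPO promoter activity; plate controls were median of neutral control wells for no effect and mitoxantrone controls for full effect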
ARNT TACC3 PPI – ARNT/TACC3 interaction disruption; AlphaScreen His-ARNT PAS-B/GST-TACC3 binding, luminescence; TACC3 fragment carries E629A point mutation; actives 0.66% (n = 390,000); Q9Y6A5; inhibition, % at 9.99 µM;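 active = mean inhibition of replicates at least 50% and at least half of replicates each reaching 50%; inconclusive = half or more replicates reach 50% but mean below 50%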;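 also: 0% = complete ARNT plus TACC3 wells and 100% = ARNT alone without TACC3; many hits fall short of the cut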
LGR2 antag – Drosophila LGR2 receptor signaling inhibition; HEK293 LGR2, CRE-luciferase, bursicon-stimulated, 4 h; inhibition, % at 9.99 µM; actives 0.35% (n = 380,000); AID 720647;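 active = drop in luminescence signal, shown as inhibition above about 50% in the replicate tests, limit read from the data, passing the limit was not always enough; inconclusive = probably only some replicates passing the limit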;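 also: agonist challenge used bursicon conditioned medium at about half maximal strength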
CASP6 VEID inh – blocks human caspase-6 cleavage activity. actives 0.53% (n = 350,000). purified caspase-6, Z-VEID-R110 cleavage fluorescence. inhibition, % at 12.5 µM;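 active = mean inhibition across replicates at least about 35%, with every replicate also reaching that limit, limit read from the data; inconclusive = only one of the two criteria met; inactive = neither criterion met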;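 also: 0% = median of neutral control wells and 100% = no fluorescence left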
Target sequence (P55212 24-179 limits assumed): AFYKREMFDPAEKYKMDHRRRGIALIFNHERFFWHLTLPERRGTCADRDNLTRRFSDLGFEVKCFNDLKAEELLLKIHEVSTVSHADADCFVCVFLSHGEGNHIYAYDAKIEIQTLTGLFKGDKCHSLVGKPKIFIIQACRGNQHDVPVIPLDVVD
Target sequence (P55212 194-293 limits assumed): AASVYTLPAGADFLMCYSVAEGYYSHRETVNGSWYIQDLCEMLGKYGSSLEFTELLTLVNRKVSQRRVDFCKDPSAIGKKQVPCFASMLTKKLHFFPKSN
SIRT5 inh – inhibitors of human sirtuin-5 desuccinylase | inhibition, % at 15 µM | Q9NXA8 | actives 1.1% (n = 330,000) | Purified SirT5, succinyl-peptide AMC, trypsin-coupled fluorescence; in the data active = inhibition above about 15%; inconclusive = no clear call, values can overlap the other calls
Target sequence (Q9NXA8 whole entry, looked up): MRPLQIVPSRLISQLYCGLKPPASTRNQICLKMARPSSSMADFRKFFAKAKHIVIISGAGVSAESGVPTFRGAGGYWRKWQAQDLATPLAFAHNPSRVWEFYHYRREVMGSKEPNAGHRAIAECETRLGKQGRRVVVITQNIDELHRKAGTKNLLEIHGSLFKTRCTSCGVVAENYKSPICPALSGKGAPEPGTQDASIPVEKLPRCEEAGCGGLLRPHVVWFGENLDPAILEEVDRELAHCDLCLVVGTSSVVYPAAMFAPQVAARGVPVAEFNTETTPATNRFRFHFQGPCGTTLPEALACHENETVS
Active calls of the source: *; ? = inconclusive; / = not tested or not shown; & = joins results of further samples; ! = not confirmed by another sample. Outcome played no part in choosing rows; overall some 4.9% were active at least once.

Values in the order – EWS-Fli inh	DENV2 CPE rescue	PAX8 inh HTS	ARNT TACC3 PPI	LGR2 antag	CASP6 VEID inh	SIRT5 inh
Cc1cccc(NC(=O)CSc2nnc(CN3CCOCC3)n2C)c1C
  10	/	-16	3	-15	0	-2
CC(C)NC(=O)Nc1ccc2c(c1)C(=O)N([C@H](C)CO)C[C@@H](C)[C@H](CN(C)S(=O)(=O)c1ccc(F)cc1)OCCCC[C@@H](C)O2
  6	-3	13	-1	16	0	-5
C[C@H](CO)N1C[C@H](C)[C@@H](CN(C)CC2CCCCC2)Oc2c(NS(=O)(=O)c3ccc(F)cc3)cccc2C1=O
  -1&-3	-8&9	6&-7	19&1	-54&1	-1&-3	27*!
Cc1cccc(C(=O)N2CCN=C2SCc2ccc([N+](=O)[O-])cc2)c1
  2	10	0	5	13	/	2
O=C(C[C@H]1C[C@@H]2c3cc(NC(=O)Cc4ccncc4)ccc3O[C@@H]2[C@H](CO)O1)NCc1ccccn1
  -1	-6	-14	4	5	1	-1
COc1cccc(NC(=O)N(C)C[C@H]2Oc3ncc(C4=CCCCC4)cc3C(=O)N([C@H](C)CO)C[C@@H]2C)c1
  -12	?	/	-1	46	2	20*
Cc1ccc(N(O)C(=O)NCCCCNC(=O)N(O)c2ccc(C)cc2)cc1
  -101	-7	-27	5	-106	0	-2
Cc1ccc(N2C(=O)NC(C(F)(F)F)(C(F)(F)F)C3=C2CC(C)(C)CC3=O)cc1
  0	0	32	-6	-19	1	-6
NC(=O)c1cccc(-c2csc(C(O)c3ccccc3)n2)c1 (stereo not given)
  -9	10	-10	/	-3	-4	/
Cc1ccc(C(=O)c2ccccc2C(=O)OCC(=O)N2CC(C)CC(C)C2)cc1 (stereo not given)
  -4	-8	10	3	32	1	2
CCN1CCN(C(CNS(=O)(=O)c2ccc(Br)cc2)c2cccnc2)CC1 (stereo not given)
  /	-2	-4	11	-18	-14	2
O=C(c1ccc2c(c1)OCO2)C1CCCN(Cc2cn[nH]c2-c2ccccc2)C1 (stereo not given)
  -2	-8	2	/	5	1	6
Cc1noc(C)c1NC(=O)Nc1ccc2c(c1)CC(=O)N([C@@H](C)CO)C[C@@H](C)[C@@H](CN(C)Cc1ccc(-c3ccccc3)cc1)O2
  7	7	/	/	-7	2	-1
CCOC(=O)C1CCCN(C(=O)c2ccc(NS(=O)(=O)c3ccc4[nH]c(=O)[nH]c4c3)cc2)C1 (stereo not given)
  -2	-2	-6	24	-28	2	-1
O=C1C2C3C=CC(CC3)C2C(=O)N1c1ccccc1 (stereo not given)
  10	8	15	-2	8	1	2

Continuation:
Values in the order – EWS-Fli inh	DENV2 CPE rescue	PAX8 inh HTS	ARNT TACC3 PPI	LGR2 antag	CASP6 VEID inh	SIRT5 inh
C=CCC(NCc1ccccc1)c1ccco1 (stereo not given)
  -2	3	/	-4	/	-1	0
COc1ccc(NC(=O)Nc2ccc3c(c2)[C@H]2C[C@@H](CC(=O)O)O[C@@H](CO)[C@H]2O3)cc1
  2	1	-24	-3	-1	-2	7
CCSC1=C(C#N)C(c2ccccc2C)CC(=O)N1 (stereo not given)
  /	/	/	-3	-11	-2	0
O=C(c1ccccc1)N1CCN(C(=O)c2nn3c(C(F)(F)F)cc(-c4ccco4)nc3c2Cl)CC1
  6	-3	11	-4	-27	4	-1
CC(C)(C)c1ccc(NC(=O)C2=CC=CN3CCS(=O)(=O)N=C23)cc1
  -70	5	-87	-1	-25	2	1
Cc1ccc(S(=O)(=O)N2[C@H](c3ccccc3)CC(=O)[C@@H]3CN(S(=O)(=O)c4ccccc4C)[C@H](c4ccccc4)C[C@@H]32)cc1
  10	15	8	/	12	-3	-3
CC(C)(C)c1ccc(-n2ncc3c2CCCC3NC(=O)CCC2=NNC(=O)CC2)cc1 (stereo not given)
  0	12	29	/	1	3	-8
Cc1ccc(C(=O)N2CCN(c3ncccn3)CC2)c(C)c1
  0	0	14	-3	-2	-4	-3
O=C(Nc1ccc(F)c(Cl)c1)C1Cc2c(-c3ccccc3Oc3ccccc3)ccnc2O1 (stereo not given)
  17	-2	17	/	17	-2	-4
C[C@@H]1CN([C@@H](C)CO)C(=O)c2cc(C#CC3(O)CCCC3)cnc2O[C@H]1CN(C)Cc1ccncc1
  4	8	-4	-8	-4	2	-6
Cc1cc(C(=O)NCC(=O)Nc2c(C)cccc2C)c2ccccc2n1
  3	-1	-7	-2	4	-3	-3
COCC(=O)Nc1ccc2c(c1)OC[C@H](C)N(C(=O)Cc1ccccn1)C[C@H](C)[C@H](OC)CN(C)C2=O
  0	7	/	12	-6	0	-6
NC(=O)c1nsc(C(=O)N(c2ccccc2)C(C(=O)NCc2ccc(F)cc2)c2ccco2)c1N (stereo not given)
  13	-4	5	5	0	-1	-4
O=c1[nH]c2ccc(S(=O)(=O)N3CCCCC3)cc2o1
  15	/	/	0	1	4	3
COc1ccc(NC(=O)Nc2ccc3c(c2)C(=O)N([C@H](C)CO)C[C@H](C)[C@@H](CN(C)S(=O)(=O)c2ccc(C)cc2)O3)cc1
  -5	2	3	-2	15	3	7

(continued)
Values in the order – EWS-Fli inh	DENV2 CPE rescue	PAX8 inh HTS	ARNT TACC3 PPI	LGR2 antag	CASP6 VEID inh	SIRT5 inh
Cc1ccc(F)c(S(=O)(=O)NC(=O)C2(C)CCN2C(=O)CCc2cccs2)c1 (stereo not given)
  -1	6	1	/	6	-2	1
C[C@H]1CCCCO[C@@H](CN(C)S(=O)(=O)c2ccccc2)[C@@H](C)CN([C@@H](C)CO)C(=O)c2cc(NS(=O)(=O)c3ccc(F)cc3)ccc2O1
  7	6	31	-9	-5	0	11
COc1cc2c(=O)n(CCC(=O)NCC3CCCO3)c(=O)n(CC(=O)Nc3ccc(C)c(C)c3)c2cc1OC (stereo not given)
  0	5	4	-3	27	1	-2
c1ccc(Cc2nnc(N3CCCCC3)c3ccccc23)cc1
  15	-8	-10	-1	18	16	-5
CC(C)CNC(=O)CC(c1ccccc1)c1ccccc1
  12	7	16	-21	7	0	/
CCC1CC(/C(C)=N/NC(N)=O)OC1=O (stereo not given)
  -10	13	3	-6	-2	-1	-5
C[C@H]1CN([C@@H](C)CO)S(=O)(=O)c2ccc(Br)cc2O[C@H]1CN(C)C(=O)NC1CCCCC1
  5&2	-10&0	13&3	/	3&28	2&2	3&-3
O=C(NC1CCCCC1)C(=O)c1c(-c2ccccc2)[nH]c2ccccc12
  7	-4	8	-1	12	0	15
CC(=O)Cc1nsc(NC(=O)c2ccc(-c3ccc(Cl)c(Cl)c3)o2)n1
  -9	15	-5	4	-11	-2	3
CCc1ccc(N2C(=O)C3C4CCC(C4=C(C)C)C3C2=O)cc1 (stereo not given)
  -2	3	15	-6	7	-3	1
Cc1cc(C)c(NC(=S)NC(=O)c2ccccc2)cc1C
  -32	1	-96	/	-66	/	-2
O=C(Nc1cccc(F)c1)N1CC(=O)N2[C@H](CO)[C@H](c3ccc(-c4cccc(F)c4)cc3)[C@@H]2C1
  -16	3	21	/	10	3	5
O=C(CSc1nc2c(cnn2-c2ccccc2)c(=O)[nH]1)c1ccc(Cl)cc1
  11	-4	/	-4	1	-3	-3
COC(=O)c1ccc(Cn2nc(-c3ccccc3)ccc2=O)cc1
  -1	5	-11	-11	6	2	-7
Cc1ccc(C(=O)NCCc2c[nH]c3ccccc23)s1
  -86	11	-114	3	-93	-6	-2

Next section (2 carried over from the part before).
Values in the order – EWS-Fli inh	DENV2 CPE rescue	PAX8 inh HTS	ARNT TACC3 PPI	LGR2 antag	CASP6 VEID inh	SIRT5 inh
COC(=O)c1ccc(Cn2nc(-c3ccccc3)ccc2=O)cc1
  -1	5	-11	-11	6	2	-7
Cc1ccc(C(=O)NCCc2c[nH]c3ccccc23)s1
  -86	11	-114	3	-93	-6	-2
CCC1(c2ccccc2)NC(=O)N(CC(=O)Nc2cc(S(=O)(=O)N3CCCCC3)ccc2OC(C)C)C1=O (stereo not given)
  12	6	25	-4	3	-1	-3
Cc1ccc(S(=O)(=O)N2CCN(C(=O)COC(=O)CCOc3cc(C)ccc3C)CC2)c(C)c1
  2	5	-9	/	-2	-1	-18
O=c1[nH]c2cc(NCCO)c([N+](=O)[O-])cc2[nH]1
  -10	/	-1	8	11	0	2
COc1cccc(-c2ccc3n(c2=O)C[C@H]2[C@H](CO)[C@@H](C(=O)N4CCCCC4)N(C)[C@@H]32)c1
  8	6	10	-4	2	-2	0
Cc1ccc(CNS(=O)(=O)c2c(C)n(C)c(=O)n(C)c2=O)cc1
  1	?	3	-20	-4	7	2
C/C(=N\NC(=O)CCC(=O)O)c1c(-c2ccccc2)c2cc(Br)ccc2[nH]c1=O
  -30	-3	17	1	9	2	/
C[C@H]1CN([C@@H](C)CO)C(=O)Cc2cc(NC(=O)Nc3ccccc3)ccc2O[C@H]1CN(C)Cc1ccc(C(=O)Nc2ccccc2N)cc1
  38	4	8	/	-12	0	/
C[C@@H](C(=O)NCc1ccc(S(C)(=O)=O)cc1)[C@@H]1C[C@@]1(C)[C@@H](NC(=O)OCc1ccccc1)c1ccccc1
  4	-6	-12	-7	-2	2	/
CCN1C(=O)C(CC(=O)Nc2ccc(OC)cc2)N(Cc2ccc3c(c2)OCO3)C1=S (stereo not given)
  -14	5	-9	-2	-20	2	-2
COC(=O)C1=C(C)NC(=S)NC1c1ccc(OC(=O)c2ccco2)cc1 (stereo not given)
  3	0	19	8	1	1	-3
C[C@@H]1CN([C@@H](C)CO)C(=O)Cc2cc(N(C)C)ccc2O[C@@H]1CN(C)C(=O)Nc1ccc(F)cc1
  -6	3	-19	-3	7	0	-1
COc1ccc(NC(=O)Nc2ccc3c(c2)C(=O)N([C@@H](C)CO)C[C@@H](C)[C@H](CN(C)C(=O)C2CCCCC2)OCCCC[C@@H](C)O3)cc1
  12	22*	-1	-23	10	-2	1
O=C(C[C@H]1CC[C@@H]2[C@H](COC[C@H](O)CN2C(=O)c2cnccn2)O1)N1CCN(c2ccccc2)CC1
  -1	-5	10	4	7	5	-3
CCOc1ccccc1NC(=O)CCCN1C(=S)NC(C)(C)CC1C (stereo not given)
  /	/	-16	1	1	/	/
CC(C)(C)c1cc(NC(=O)Nc2ccc(Br)cc2Cl)no1
  -23	4	-9	-3	-25	30	-3

Additional entries.
Values in the order – EWS-Fli inh	DENV2 CPE rescue	PAX8 inh HTS	ARNT TACC3 PPI	LGR2 antag	CASP6 VEID inh	SIRT5 inh
CC[C@H](C)/C=C(C)/C=C/C(=O)Cc1cc(O)c(C)c(O)c1C=O
  -2	6	/	13	/	9	/
O=C1CCC(=O)N1Cc1c(Cl)cccc1Cl
  -4	-4	-21	-2	3	-2	-18
O=C(COc1coc(CN2CCN(c3ccccc3F)CC2)cc1=O)Nc1ccccc1
  3	4	-13	-5	8	2	1
Cc1ccc(N2C(=O)C(NC(=O)c3ccccc3)(C(F)(F)F)C3=C2CC(C)(C)CC3=O)cc1 (stereo not given)
  12	-8	35	-3	11	-3	0
Cc1ccc(N=Nc2c(O)[nH]c(=O)[nH]c2=O)cc1S(=O)(=O)Nc1ccc(Br)cc1
  6	9	-6	-1	-3	3	/
Cc1ccc(Nc2cc(C)nc3c(C)cccc23)cc1
  -9	?	10	-9	-2	-2	4
CC(C)[C@@H](C)/C=C/[C@@H](C)[C@H]1CC[C@@H]2[C@]1(C)CCC1[C@]23C=C[C@]2(C[C@@H](O)CC[C@]12C)N(c1ncc(C(F)(F)F)cc1Cl)O3 (stereo not given in full)
  6	19	6	/	11	1	/
O=C(Nc1cccc(C(=O)O)c1)/C(=C\C=C\c1ccccc1)NC(=O)c1ccccc1
  0	5	-13	-4	6	-1	/
C[C@H]1CN([C@@H](C)CO)C(=O)Cc2cc(NC(=O)Nc3ccc(F)cc3)ccc2O[C@@H]1CN(C)Cc1ccc(-c2ccccc2)cc1
  -12	15	/	6	15	0	-4
CCOC(=O)c1[nH]c(C)c(C(=O)NCc2ccc(C)cc2)c1C
  -9	-6	-3	-4	1	-2	5
COc1ccccc1C(CNC(=O)CNC(=O)c1ccc(Cl)c(Cl)c1)N1CCCC1 (stereo not given)
  3	8	4	-4	4	-5	2
COc1ccc(S(=O)(=O)N2CCCCC2)cc1NC(=O)CSc1nccn1C
  -22	-2	11	-3	-9	-1	-2
